# Hsp70 inhibitors: small molecules displacing fluorescent ligand from Hsp70 – biochemical, fluorescence polarization, primary screen (AID 583); displacement, % at 20 µM, or IC50 in µM where a hit was titrated; actives 0.06% (n = 140,000); Hsp70 fluorescence polarization probe displacement, mP; higher % means a stronger effect; in the data active = displacement above about 50%;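 note: plate controls were vehicle for no effect and reference ligand for full effect; a part of the inactive calls stands beside numbers as strong as those of hits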
# Rat MKP-3 inhibitors: inhibition of rat DUSP6 enzyme activity – biochemical, in vitro, primary screen (AID 425) | recombinant MKP-3 phosphatase activity, fluorescence; higher % means a stronger effect | inhibition, % at 20 µM, or IC50 in µM where a hit was titrated | actives 0.17% (n = 110,000); in the data active = inhibition above about 50%;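 note: plate controls were vehicle for no effect and reference inhibitor for full effect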
# * = called active by the depositor; nt = no result given; & = joins results of further samples.
# Second line of a record – Hsp70 inhibitors, Rat MKP-3 inhibitors
> CCOC(=O)c1c(NC(=O)CSc2nnc(-c3ccccc3C)n2C)sc(C(C)=O)c1C
 : -4.5%, -1.2%
> C=CCN1CCN(C(c2ccc(OC)c(OC)c2)c2nnnn2C(C)(C)C)CC1 (stereo not given)
 : -1.3%, -7.3%
> Oc1c(C(c2ccccn2)N2CCOCC2)ccc2cccnc12 (stereo not given)
 : 5.2%, -5.4%
> Cc1cnc(C(=O)Nc2nccs2)cn1
 : -0.5%, nt
> Cc1ccc(N2C(=O)CSC23C(=O)Nc2ccccc23)cc1 (stereo not given)
 : 4.1%, -14.1%
> Cc1ccc(C(=O)Nc2sc3c(c2C(=O)N2CCC(C(N)=O)CC2)CCCC3)cc1
 : 3.7%, 1.9%
> Cc1ccc(C(=O)n2c(C)nc3ccccc32)cc1C
 : -0.4%, 0.7%
> CCN(CC)S(=O)(=O)c1ccc(-c2nnc(SCC(=O)Nc3ccc(OC)cc3)o2)cc1
 : 2.8%, nt
> CC(NC(=O)COc1ccccc1O)C1CC2CCC1C2 (stereo not given)
 : -0.1%, -1.2%
> O=c1c2ccccc2nc(-c2ccccc2)n1CCCN1CCOCC1
 : -1.7%, -6.8%
> COC(=O)c1ccc(NC(=O)CS(=O)(=O)Cc2ccccc2)cc1
 : 3.8%, -4.8%
> C=CCn1c(CCNC(=O)c2cccs2)nnc1SCC(=O)c1cccc([N+](=O)[O-])c1
 : -3.3%, nt
> Cc1cccc(NC(=O)C(=O)NCCCO)c1C
 : 2.0%, -1.2%
> CCC1=Nc2cc(C(=O)NCCCOC)ccc2Sc2ccccc21
 : -4.9%, nt
> CCOC(=O)C(CCCOc1ccc(F)cc1)C(=O)OCC
 : 4.1%, 0.1%
> CCCCNC(=O)OCC(CC)NC(=O)OCC(C)C (stereo not given)
 : 1.8%, nt
> CCn1nc(C(=O)OCC(=O)N2c3ccccc3CC2C)c2ccccc2c1=O (stereo not given)
 : 4.0%, 2.9%
> Cc1onc(-c2c(F)cccc2Cl)c1C(=O)NCc1ccccn1
 : -0.3%&1.1%, 2.1%&3.7%
> Cc1cc(CN2C(=O)c3ccccc3C2=O)on1
 : 3.9%, -3.2%
> COc1cccc(C2CC(=O)NC3=C2C(=O)CCC3)c1 (stereo not given)
 : 7.4%, -8.2%
> CCS(=O)(=O)Nc1ccc(-c2nnc(SCC(=O)OC)o2)cc1
 : -6.7%, -4.1%
> CCOc1nnnc2c1sc1nc(N3CCOCC3)c3c(c12)CC(C)(C)OC3
 : -1.3%, -10.8%
> Nc1cc(OC(=O)c2ccco2)nn1S(=O)(=O)c1ccc(F)cc1
 : -0.3%, 0.5%
> O=C1C(Cl)=C(N2CCN(c3ccccc3)CC2)C(=O)N1c1cccc(Cl)c1
 : 2.0%, 3.1%
> O=C(c1cccc(S(=O)(=O)N2CCCCC2)c1)N1CCCCC1
 : 1.6%, -2.1%
> O=C(COc1ccccc1Cl)Nc1cc(C(F)(F)F)ccc1Cl
 : -4.3%, -16.2%
> Cc1onc(-c2ccccc2Cl)c1C(=O)NCCn1ccc2ccccc21
 : -3.4%, 5.5%
> CCOC(=O)c1c(NC(=O)c2ccccc2F)sc(C(=O)Nc2cc(C(F)(F)F)ccc2Cl)c1C
 : 4.1%, 2.7%
> CN=C1S/C(=C\c2cccn2-c2cccc(Br)c2)C(=O)N1C
 : -4.4%, nt
> COCc1[nH]nc2c1C(c1ccnc3ccccc13)C(C#N)=C(N)O2 (stereo not given)
 : -6.6%, -1.2%

# Additional results
# Second line of a record – Hsp70 inhibitors, Rat MKP-3 inhibitors
> Cc1cccc(C(C2=C(O)CC(C)(C)CC2=O)C2C(=O)CC(C)(C)CC2=O)c1 (stereo not given)
 : 37.6%, -5.2%
> Cn1c(SCc2ccccc2F)nc2cccnc21
 : -0.1%, -2.4%
> O=C(CN1CCN(S(=O)(=O)c2ccc(Cl)cc2)CC1)Nc1ccc(F)cc1F
 : 0.4%, 2.9%
> O=C1c2ccccc2C(=O)N1n1c(=O)[nH]c2ccccc2c1=O
 : -2.3%, -10.7%
> Nc1cc(=O)[nH]c(=S)n1-c1cccc(C(F)(F)F)c1
 : -1.0%, nt
> COc1ccc(N(C(=O)Cc2cccs2)C(C(=O)NC2CCCCC2)c2cccn2C)cc1 (stereo not given)
 : 5.5%, nt
> O=C(Nc1ccc([N+](=O)[O-])cn1)c1cccnc1
 : -0.7%, 0.9%
> COc1ccc(CCNC(=O)C2CCN(S(C)(=O)=O)CC2)cc1
 : 4.9%, nt
> COc1ccc2c(c1)c(C(=O)CN1CCN(C(=O)c3ccco3)CC1)c(C)n2C
 : -0.3%, -7.0%
> Cc1cc(/C=N/NC(N)=S)c(C)n1-c1ccc(Cl)cc1
 : -1.5%, 3.5%
> O=C(CCC(=O)OCC(=O)c1ccc(Cl)cc1)NC1CCCCC1
 : 5.9%, nt
> Cc1ccccc1NC(=O)c1c(NC(=O)c2ccc([N+](=O)[O-])cc2)sc2c1CCCC2
 : -1.4%, -0.3%
> CCCCC(=O)Nc1cc2nn(-c3ccc(OC)cc3)nc2cc1C
 : 1.3%, 0.6%
> COc1ccc(NC(=O)c2ccc(CN(c3cc(Cl)ccc3C)S(=O)(=O)c3ccccc3)cc2)c(OC)c1
 : 3.0%, 1.9%
> CCCC(CCC)C(=O)OC1C[C@H]2CC[C@@H](C1)[N+]2(C)C (stereo not given in full)
 : -1.8%, -1.4%
> Cc1cc(S(=O)(=O)Nc2ccc(F)cc2)c(C)s1
 : 2.1%, nt
> CC(C)COC(=O)CCNc1n[nH]c(=O)[nH]c1=O
 : -2.8%, -5.9%
> O=C(O)C1CC=CCC1C(=O)N1CCN(c2ccc(F)cc2)CC1 (stereo not given)
 : 1.2%, 2.7%
> CCc1ccccc1NC(=O)C(=O)NCCc1ccc(OC)c(OC)c1
 : -1.8%, 3.0%
> O=c1[nH]c(CN2CCN(c3ccccc3Cl)CC2)nc2ccsc12
 : 1.8%, -5.2%
> O=C(O)c1cc2cc(OCc3ccccc3)c(OCc3ccccc3)cc2o1
 : 9.6%, 1.4%
> Cc1cccc(OCC(=O)Nc2cc(C)on2)c1
 : 0.7%, nt
> O=C(NC(=S)NC1CC1)c1cccnc1
 : -0.8%, nt
> COc1ccccc1NC(=O)Nc1cccnc1
 : -2.5%, 1.7%
> Cc1csc(NC(=O)c2ccc(Cl)c([N+](=O)[O-])c2)n1
 : 2.6%, -0.8%
> CCN1C(=O)CSc2ccc(C(=O)OC)cc21
 : -0.2%, -16.8%
> CC(=O)c1ccc(OC(=O)C(CCS(C)(=O)=O)N2C(=O)c3ccccc3C2=O)cc1 (stereo not given)
 : -0.9%, nt
> COc1ccc(OC)c(C(=O)CN2C(=O)NC(C)(c3ccccc3)C2=O)c1 (stereo not given)
 : -2.5%, -16.2%
> C/C=C/C(=O)OCC(=O)Nc1nc2ccc(C)cc2s1
 : 0.8%, nt
> O=S1(=O)N=CN(Cc2cccc(F)c2)c2ccccc21
 : 0.3%, -9.4%

# Laid out differently: two of the compounds above
molecule | Hsp70 inhibitors | Rat MKP-3 inhibitors
Oc1c(C(c2ccccn2)N2CCOCC2)ccc2cccnc12 (stereo not given) | 5.2% | -5.4%
Cc1cnc(C(=O)Nc2nccs2)cn1 | -0.5% | nt

# (further entries)
# Second line of a record – Hsp70 inhibitors, Rat MKP-3 inhibitors
> CCOC(=O)c1ccccc1NC(=O)CSc1nnc(C(C)C)n1CC
 : -5.0%, nt
> O=C(Cn1c(=O)sc2ccccc21)Nc1ccc(S(=O)(=O)N2CCCC2)cc1
 : -0.6%, -3.6%
> CN(C)S(=O)(=O)N(CC(=O)Nc1ccc2ccccc2c1)c1ccccc1
 : 0.5%, nt
> CSc1ncc(Cl)c(C(=O)NCc2ccc3c(c2)OCO3)n1
 : -1.8%, -7.7%
> COc1ccc(OCC(=O)Nc2cc(-c3nn(C)c(=O)c4ccccc34)ccc2OC)cc1
 : -10.6%, nt
> CCOC(=O)c1sc2ncnc(NCC(c3cccs3)N(C)C)c2c1C (stereo not given)
 : -10.4%, -3.5%
> Cc1cc(C)c(NC(=O)c2c(-c3ccccc3Cl)noc2C)c(C)c1
 : 4.6%, 0.8%
> O=c1cccc(-c2ccc(Br)cc2)o1
 : 4.2%&1.3%, -16.0%&7.1%
> CCCCOC(=O)c1cccc(NC(=O)COc2ccc(C)cc2C)c1
 : 2.3%, 4.9%
> O=C(CSC1=NCCN1)NC12CC3CC(CC(C3)C1)C2
 : -0.9%, -14.8%
> O=[N+]([O-])c1cccc(S(=O)(=O)Nc2cccc(I)c2)c1
 : -1.8%, 3.6%
> O=C1CN(S(=O)(=O)CCOc2ccccc2)CC(=O)N1CCOc1ccccc1
 : -5.0%, 3.6%
> CC(=O)N1c2ccc3ccccc3c2C2C=CCC2C1c1ccc(Br)cc1 (stereo not given)
 : 9.9%, -1.7%
> COc1ccc(OCCCC(=O)Nc2cccnc2)cc1
 : 9.0%, nt
> COc1ccccc1N1C(=O)c2ccc(C(=O)c3ccc4c(c3)C(=O)N(c3ccccc3OC)C4=O)cc2C1=O
 : -2.6%, -0.9%
> CC(C)C[C@H](NC(=O)Nc1cccc(C(F)(F)F)c1)C(=O)O
 : -4.1%, 4.1%
> COc1cccc(NC2=NS(=O)(=O)c3ccccc32)c1
 : -2.5%, 3.2%
> CCN(CC)C(=O)CN(c1ccc(C)cc1)S(=O)(=O)c1ccc(SC)cc1
 : -1.3%, nt
> CCOC(=O)CNc1nc(C#N)nc(N2CCOCC2)n1
 : 0.3%, -4.7%
> Cc1ccccc1Nc1cc2ccccc2c(=O)[nH]1
 : 41.2%, 32.5%
> CCc1sc(C(=O)Nc2ccsc2C(=O)OC)cc1Br
 : -2.8%, -6.9%
> Cn1c(=O)oc2cc(S(=O)(=O)NCCC(=O)NCCc3ccc(Cl)cc3)ccc21
 : 3.0%, 6.5%
> COc1ccccc1OCCSc1nc2ccccc2c(=O)[nH]1
 : 7.6%&1.1%, -10.5%&-0.4%
> N/C(CN1CCCC1=O)=N\O
 : -1.2%, 4.9%
> C=CCc1ccccc1OCc1nnc(N)s1
 : 4.6%, 3.2%
> O=C(Cn1c(C(=O)NCC2CCCO2)cc2sccc21)c1ccccc1 (stereo not given)
 : 2.9%, 0.1%
> FC(F)(F)c1ccc(/C=N/N2CCN(Cc3ccc(Cl)cc3)CC2)cc1
 : -0.2%, -2.6%
> Cc1ccc(-c2ccc(-c3nnc(N)o3)s2)s1
 : -3.6%, 2.7%
> COc1ccccc1NC(=O)Nc1ncccc1C
 : -3.2%&0.1%, -5.8%&-3.9%
> COc1ccc(N(CC(=O)Nc2ccc3c(c2)OCO3)S(=O)(=O)c2ccccc2)c(OC)c1
 : 6.4%, -9.1%

# The listing continues:
# Second line of a record – Hsp70 inhibitors, Rat MKP-3 inhibitors
> CCN(CC)c1ncnc2scc(C3COc4ccccc4O3)c12 (stereo not given)
 : -3.2%, nt
> CCCCN(C(=O)NC(=O)Nc1ccccc1C)S(C)(=O)=O
 : 6.7%, -2.6%
> CN(C)c1ccc(/C=C/c2cc[n+]([O-])cc2)cc1
 : -52.1%, -10.5%
> Cc1cc(OCC(N)=O)ccc1Cl
 : -0.3%, -0.9%
> Cc1cc(C)n(-c2ncnc3sc(C)c(C)c23)n1
 : 0.3%&1.9%, -8.1%&3.6%
> C=CCN(C(=O)CNC(=O)c1ccco1)C(C(=O)NC1CCCCC1)c1ccccc1F (stereo not given)
 : -1.5%, -2.5%
> CCCOC(=O)C(C(=O)OCCC)=C(N)C(Cl)(Cl)Cl
 : 0.9%, -2.7%
> COc1ccc(NC(=O)c2c(NC(=O)c3ccccc3)sc3c2CCCC3)cc1
 : -2.3%, 0.3%
> O=C1CCC(/C=C/c2ccccc2)=NN1Cc1ccc(Cl)c(Cl)c1
 : 0.7%, nt
> COc1cc(OC)c(C2=NOC(C(=O)NCCc3ccccc3)C2)cc1Cl (stereo not given)
 : -1.0%, nt
> COCc1cc(C)nc(N2CCN(Cc3ccccc3)CC2)c1C#N
 : 6.8%, nt
> CCOc1ccccc1NC(=O)CSc1nnnn1-c1ccccc1
 : 1.5%, nt
> COCCN1C(=O)/C(=C\c2ccc(N(C)C)cc2)C(C(=O)OC)=C1C
 : 2.5%, 2.4%
> COCCCNC(=O)Cn1cc(C(C)=O)c2ccccc21
 : 1.1%, -1.8%
> CCc1ccc(CCC(=O)Nc2nccs2)o1
 : -2.7%, -5.9%
> CCc1ccc(-n2c(SCC(=O)Nc3cc(C)[nH]n3)nc3[nH]ncc3c2=O)cc1
 : -1.5%, 1.7%
> Cc1cccc(NC(=O)Cn2nnc(-c3ccc(CN4CCCC4)cc3)n2)c1C
 : -4.2%, 3.8%
> CC(=O)N1c2ccccc2NC2=C(C(=O)CC(c3ccccc3)C2)C1c1ccccc1Cl (stereo not given)
 : 1.4%, 2.8%
> O=C(NCCc1nc2ccccc2[nH]1)c1ccc(F)cc1
 : 5.7%, -19.7%
> CCOC(=O)CNC(=O)CNC(=O)c1ccc(OCC(C)C)cc1
 : 5.0%, -4.9%
> Cc1ccc(OC(C)C(=O)Nc2ccc(S(=O)(=O)Nc3cc(C)on3)cc2)cc1 (stereo not given)
 : 0.2%, nt
> CCn1c2ccccc2c2ccc(/C=N/NC(=O)c3ccc(O)cc3O)cc21
 : 2.2%, 0.8%
> CN(C)S(=O)(=O)c1ccc2c(c1)c(=O)c(C(=O)NCCCN1CCCCCC1)cn2C
 : -1.5%, -10.0%
> CC1CN(C2CCCCC2)c2nc3c(c(=O)[nH]c(=O)n3C)n2C1 (stereo not given)
 : -0.5%, -9.2%
> O=C(Nc1ccncc1)c1ccc2c(c1)OCCO2
 : -0.3%&2.7%, -21.5%&-1.4%
> Cc1occc1-c1nnc(SCC(=O)Nc2nc(C(C)(C)C)cs2)o1
 : 1.0%, nt
> CCOc1ccc(N(C(C)=O)C2C=CS(=O)(=O)C2)cc1 (stereo not given)
 : 3.4%, 0.3%
> O=C(c1cc(F)c(F)cc1Cl)N1CCCC1
 : 0.4%, 2.0%
> CCOc1ccccc1N(CC(=O)Nc1cc(OC)ccc1OC)S(=O)(=O)c1ccccc1
 : 1.3%, 3.1%

# The list is partial. The share of hits here may be higher or lower than overall.
